HTR5A inv ag = HTR5A inverse agonists in luminescence cell assay, primary screen, counter-screen for OPRM1-OPRD1 heterodimer inverse agonist project, full-deck HTS | 5-hydroxytryptamine receptor 5A (Homo sapiens), P47898 | HTR5A cell line, inverse agonism | inhibition, % at 9.3 µM | actives 0.083% (n = 340,000) | AID 504634, 2011; in the data active = inhibition mostly above about 23%, no sharp cut-off; inactive = mostly below about 18%;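 also: 0% = cells with DMSO and 100% = no-cell wells with DMSO; some compounds called inactive have numbers as strong as hits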
Arr AP2 block = inhibitors of beta-arrestin/AP2 binding, primary screen, biochemical, GPCR trafficking, flow cytometry; inhibition, % at 10 µM; FITC-arrestin peptide / GST-AP2 beads; AP2 beta2 appendage carries R879A mutation; actives 0.31% (n = 340,000);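 active = inhibition above a set limit, near 3 SD of compounds lacking own fluorescence, cut at about 54% in these data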;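 also: plate controls were DMSO wells for no effect and 5 µM unlabelled arrestin peptide for full effect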
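system = GST-tagged AP2 beta2-adaptin appendage (R879A) on 4 µm glutathione beads | reagent = FITC-labelled arrestin peptide probe, 50 nM final | schedule = compound with beads 12 min RT, then probe 1 h RT | signal = HyperCyt-sampled flow cytometry, FL1 channel, ex 488/em 535 nm | read-out = percent response from loss of bead-bound FITC fluorescence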
DAGLB inh = DAGLB lipase inhibitors, primary screen, biochemical, fluorescence, HTS. Diacylglycerol lipase-beta (Homo sapiens), Q8NCG7. HEK293T DAGLB membrane lysate, EnzChek fluorogenic substrate. inhibition, % at 5.17 µM. actives 0.059% (n = 340,000). AID 504411, 2011; in the data active = inhibition above about 34%;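 also: 0% = enzyme with vehicle and 100% = wells lacking enzyme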
PKA-R1A activ = activators of PKA-R1A holoenzyme, primary screen, biochemical, fluorescence polarization, Cy5-IP20, bovine R1A, mouse PKAc; cAMP-dependent protein kinase type I-alpha regulatory subunit (Bos taurus) + …; activation, % at 11.4 µM; AID 504707, 2011; actives 0.083% (n = 340,000); PKA-R1A dissociation; scaled: DMSO 0%, 113 µM cGMP 100%;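 active = percent activation above the mean of all tested compounds plus 3 SD, cut at about 19% in these data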;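 also: higher means more PKAc released from R1A so a rise in polarization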
DSG3 Ab inh = inhibitors of pemphigus antibody binding to DSG3, primary screen, biochemical, bead-based, flow cytometry, scFv-GFP | Desmoglein-3 (Homo sapiens), P32926 | DSG3-coupled beads, scFv-anti-DSG3-GFP binding; active compounds read low | binding (percent of control), % at 10 µM | actives 0.48% (n = 310,000);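 active = binding more than 3 SD below its plate's average and above zero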;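 also: hits lower antibody fragment binding to DSG3; some compounds called inactive have numbers as strong as hits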
Target sequence (P32926 whole entry, looked up, the tested form may be a part): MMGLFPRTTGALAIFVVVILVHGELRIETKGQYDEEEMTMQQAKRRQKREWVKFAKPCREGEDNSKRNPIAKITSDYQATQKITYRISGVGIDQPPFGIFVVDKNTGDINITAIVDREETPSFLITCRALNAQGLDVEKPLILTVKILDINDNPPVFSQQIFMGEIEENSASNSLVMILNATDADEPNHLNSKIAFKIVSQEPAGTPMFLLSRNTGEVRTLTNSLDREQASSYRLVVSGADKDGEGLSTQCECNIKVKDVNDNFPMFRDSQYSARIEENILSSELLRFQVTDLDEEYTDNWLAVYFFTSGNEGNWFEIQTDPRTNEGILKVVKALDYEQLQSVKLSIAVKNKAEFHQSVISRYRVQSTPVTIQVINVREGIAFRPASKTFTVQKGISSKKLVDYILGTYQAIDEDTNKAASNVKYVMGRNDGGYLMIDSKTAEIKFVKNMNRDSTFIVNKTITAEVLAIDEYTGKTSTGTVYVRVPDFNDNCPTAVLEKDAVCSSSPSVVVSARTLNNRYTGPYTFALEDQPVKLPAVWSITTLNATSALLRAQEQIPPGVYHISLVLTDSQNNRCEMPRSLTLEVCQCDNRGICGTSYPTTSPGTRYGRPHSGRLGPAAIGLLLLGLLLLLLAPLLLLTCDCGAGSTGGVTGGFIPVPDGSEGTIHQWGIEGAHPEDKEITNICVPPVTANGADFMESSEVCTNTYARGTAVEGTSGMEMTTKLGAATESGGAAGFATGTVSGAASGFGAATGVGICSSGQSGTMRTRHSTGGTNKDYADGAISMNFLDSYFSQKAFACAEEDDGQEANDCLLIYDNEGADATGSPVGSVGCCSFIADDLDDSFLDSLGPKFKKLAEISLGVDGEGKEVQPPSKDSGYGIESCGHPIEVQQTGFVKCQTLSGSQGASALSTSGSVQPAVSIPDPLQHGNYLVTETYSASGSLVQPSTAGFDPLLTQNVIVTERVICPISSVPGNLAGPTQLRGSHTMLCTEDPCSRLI
MOR-DOR inv ag = inverse agonists of MOR-DOR heterodimerization, primary screen, cell-based, luminescence. cell-based MOR-DOR heterodimer luminescence, inverse agonism. actives 0.21% (n = 340,000). inhibition, % at 9.3 µM. Mu-type opioid receptor (Homo sapiens) + Delta-type opioid receptor (Homo sapiens), …; in the data active = inhibition above about 22%, passing the limit was not always enough;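 also: 0% = cells with DMSO and 100% = wells without cells with DMSO; values of inactives mirror those of a sister screen read the other way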
PKA-R2B activ = activators of PKA-R2B holoenzyme, primary screen, biochemical, fluorescence polarization, Cy5-IP20, human. cAMP-dependent protein kinase catalytic subunit beta (Homo sapiens) + cAMP-dependent …. PKA-R2B holoenzyme dissociation; R2B truncated from residue 108, S112A mutant; 0% DMSO only, 100% 113 µM cGMP. activation, % at 11.4 µM. actives 0.079% (n = 340,000);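 active = activation above a cutoff set at the mean over all compounds plus 3 SD, cut at about 18% in these data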;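 also: higher means more holoenzyme dissociation and a rise in polarization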
V-ATPase pH = regulators of yeast V-ATPase proton pumping, primary screen, pHLuorin cytosolic pH fluorescence | S. cerevisiae | actives 0.37% (n = 350,000) | response, % at 10 µM; in the data active = response mostly above about 7.3%, no sharp cut-off; inactive = mostly below about 5.4%; also: actives read high; inactives centre near 0; some compounds called inactive have numbers as strong as hits; reference of the scale not given here
OPRM1-OPRD1 ag = agonists of OPRM1-OPRD1 heterodimerization, primary screen, cell-based, luminescence; cells; activation, % at 9.3 µM; actives 0.3% (n = 340,000); AID 504326, 2011; in the data active = activation above about 18%;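 also: 0% = vehicle-treated cells and 100% = reference agonist; values of inactives mirror those of a sister screen read the other way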
HTR5A ag = HTR5A agonists in luminescence cell assay, primary screen, counter-screen for OPRM1-OPRD1 heterodimer agonist project, full-deck HTS. AID 504692, 2011. cell-based. actives 0.61% (n = 340,000). activation, % at 9.3 µM; in the data active = activation mostly above about 9.5%, no sharp cut-off; inactive = mostly below about 7.6%;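 also: 0% = cells with vehicle only and 100% = reference agonist; strong numbers were not always called active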
Starred values were filed as active, the others as inactive; . = not tested or not shown; & = joins results of further samples.

SMILES	HTR5A inv ag	Arr AP2 block	DAGLB inh	PKA-R1A activ	DSG3 Ab inh	MOR-DOR inv ag	PKA-R2B activ	V-ATPase pH	OPRM1-OPRD1 ag	HTR5A ag
Cc1ccc(-n2c(O)c(/C=N/n3cnnc3)c3ccccc3c2=O)cc1	4&-6	2&14	-1&3	-11&-3	80&102	3&3	-7&-9	-3&5	-0.5&-0.6	-2&3
CCc1nc(C#N)c(N2CCOCC2)o1	6	12	3	2	99	-3	-6	-1	0.6	0
Cc1cc(S(=O)(=O)c2ccc(Cl)cc2)nc(S(=O)(=O)c2ccc(Cl)cc2)c1C#N	.	.	9	0	105	.	5	-3	.	.
CC(C)c1ccc(C2(C)NC(=O)N(CC(=O)NC3(C#N)CCCC3)C2=O)cc1 (stereo unspecified)	-12	8	-1	-13	99	1	3	-3	-0.3	5
CC1(c2ccc(Cl)cc2)NC(=O)N(CC(=O)Nc2ccc(F)cc2)C1=O (stereo unspecified)	8	27	-2	-2	.	2	-2	-5	-0.5	2
COc1cc(CN2CC(=O)N(c3ccccc3Cl)C2=S)cc(OC)c1OC	14	33	-4	-10	101	12	-7	6	-2.8	-4
CN(C(=O)CNC(=O)c1ccc(Br)o1)C1CCCCC1	-2	4	2	-5	.	1	3	-3	-0.3	2
Cc1ccccc1N(CC(=O)NC1CCCC1)C(=O)c1oc(C(C)(C)C)cc1C	-1	0	-6	-10	110	-47	4	3	8.2	-1
Cc1ccccc1C(=O)O/N=C/c1c(N2CCOCC2)n(C)c2ccccc12	-3	-9	1	-3	97	-35	-10	-1	8.1	1
O=C(NCc1ccccc1)c1ccc(NC(=O)c2ccco2)cc1	11	9	-3	8	.	3	-5	1	-0.5	4
Cc1ccc(NC(=O)C2CCCCC2C(=O)O)cc1C (stereo unspecified)	-10	9	0	1	105	12	8	1	-2.3	0
CC(C)c1nnc(SCC(=O)N2CCN(C(=O)c3ccco3)CC2)n1N	-3	-4	5	7	98	6	-1	1	-1.1	1
C/C(NC1CCCCC1)=C(/C#N)C(=O)NCCN1CCOCC1	-7	-4	0	-1	107	7	5	0	-1.3	2
O=C(NCc1ccco1)C1CCCN(S(=O)(=O)c2ccccc2)C1 (stereo unspecified)	0	0	-2	0	98	8	-9	4	-1.5	5
COc1cccc(NC(=O)N(C)C[C@@H]2OCc3cnnn3CCCC(=O)N([C@H](C)CO)C[C@@H]2C)c1	.	.	3	-3	.	.	-5	0	.	.
CCOC(=O)C1=C(C)Nc2ccccc2N=C1NC(=O)c1cccc(S(=O)(=O)N(C)C)c1	-5	4	0	3	106	2	-1	-4	-0.3	3
Cc1ccc(CNc2ccc3c(c2)ncn3C(C)C)cc1	-5	-9	2	-14	105	3	-3	-2	-0.5	0
CCOC(=O)/C(=N\Nc1cc(C(F)(F)F)ccc1Cl)N(CC)CC	14	-5	-5	-12	93	-7	-19	-1	1.4	0
CCCC(C)NC(=O)CSc1nnc(-c2c[nH]c3ccccc23)o1 (stereo unspecified)	20	8	0	-8	111	13	3	2	-2.7	0
Cc1ccc(-c2nc(CS(=O)CC(=O)NCc3ccc(F)cc3)c(C)o2)cc1 (stereo unspecified)	15	3	0	-4	112	-1	7	-2	0.2	5
COc1ccc2cc(C(=O)N(C)Cc3ccccc3)[nH]c2c1	-35	-13	1	2	94	-6	1	-2	1.0	9
COC(=O)C1C2C=CC3(CN(c4cccc(C)c4)C(=O)C13)O2 (stereo unspecified)	2	3	2	-11	105	21	-9	4	-4.3	-1
COC(=O)C(CC(=O)c1ccc(Br)cc1)n1cccn1 (stereo unspecified)	-15	-1	-1	1	115	11	3	0	-2.2	4
Cc1cccc(CC(=O)NC2CCS(=O)(=O)C2)c1 (stereo unspecified)	5	-10	1	-6	.	-6	-2	-5	0.9	-1
CCn1c(CNC(=O)c2ccc3c(c2)OCO3)nnc1SCC(=O)Nc1cc(C)ccc1OC	9	6	-2	-5	107	11	-2	-4	-2.5	9
CCN(CC)S(=O)(=O)c1ccc(OC)c(NC(=O)c2ccc(OC)c([N+](=O)[O-])c2)c1	28	-5	-1	-4	111	2	-6	-2	-0.3	1
COc1ccccc1NC(=O)Nc1cc(C(C)C)ccc1C	-50	-17	-4	-5	93	-31	-8	3	5.5	13
Cc1ccc(-c2nc(N)sc2C)cc1	-5	6	-1	-16	96	6	8	-2	-1.1	-2
Cc1nn(Cc2c(Cl)cccc2Cl)c(C)c1NC(=O)CCCn1nc([N+](=O)[O-])c(Cl)c1C	-6	9	5	-2	114	1	3	0	-0.3	3
COc1ccc(NC(=O)Cc2ccccc2)cc1	11	6	0	-3	.	5	-7	0	-0.8	0
Cc1cccc(OCc2nnc(SCC(=O)N3CCCCC3)o2)c1	-17	6	-4	4	.	-11	-4	-1	1.8	12
NS(=O)(=O)c1ccc(CNC(=O)C2CCCCC2)cc1	-16	-4	-2	1	102	9	-5	2	-1.6	-4
CCCCNC1CCS(=O)(=O)C1 (stereo unspecified)	-7	18	0	-4	96	14	-1	-2	-2.3	8
CCOc1ccc(/C=N/OCC(=O)Nc2cc(S(=O)(=O)N3CCOCC3)ccc2OC)cc1	-6	1	0	-9	108	14	-5	-2	-2.6	2
Cc1cc(C(=O)NCCCN2CCOCC2)n(-c2ccccc2)n1	-6	-4	3	-6	108	3	-12	2	-0.5	2
O=C(NC1CC1)c1cc(-c2ccccn2)nc2ccccc12	1	3	-1	11	.	13	-9	7	-3.1	0
Cn1nc(C(F)(F)F)c2cc(C(=O)Nc3ccc(C(F)(F)F)cc3)sc21	16	5	-5	-15	.	-10	-7	4	1.9	5
CCN(CC)CC(=O)Nc1sc(C)c(C)c1C(=O)c1ccc(C)cc1	13	-32	-9	2	.	-18	0	2	3.9	-5
O=C(c1ccccc1F)N(Cc1cccnc1)Cc1cc2cc3c(cc2[nH]c1=O)OCCO3	4	1	0	0	116	10	8	-2	-1.9	-1
Cc1nn(CC(=O)N/N=C/c2ccc3c(c2)OCO3)c(C)c1Br	-8	0	0	-9	95	1	3	-2	-0.2	0
CN(C(=O)COc1ncnc2c1cnn2-c1ccccc1)C1CCCCC1	-9	2	-2	0	.	3	8	-2	-0.7	3
COc1ccc(C2CC(C(F)(F)F)n3nc(C(N)=O)c(Cl)c3N2)cc1OC (stereo unspecified)	-7	-2	0	0	106	15	-3	2	-3.2	2
NS(=O)(=O)c1ccc(NC(=O)Cn2ncc3c2-c2ccccc2OC3)cc1	-57	5	-3	-10	95	-28	-8	1	4.7	19*
Cc1ccc(N2C(=O)c3ccc(C(=O)O)cc3C2=O)cc1C	-4	-4	-2	-1	100	9	-6	4	-1.7	2
Cc1ccc(OCCCNC2CCCC2)cc1	4	-1	-2	-3	100	2	-4	-2	-0.3	-1

Compounds above containing a nitro group on carbon (2):
SMILES	HTR5A inv ag	Arr AP2 block	DAGLB inh	PKA-R1A activ	DSG3 Ab inh	MOR-DOR inv ag	PKA-R2B activ	V-ATPase pH	OPRM1-OPRD1 ag	HTR5A ag
CCN(CC)S(=O)(=O)c1ccc(OC)c(NC(=O)c2ccc(OC)c([N+](=O)[O-])c2)c1	28	-5	-1	-4	111	2	-6	-2	-0.3	1
Cc1nn(Cc2c(Cl)cccc2Cl)c(C)c1NC(=O)CCCn1nc([N+](=O)[O-])c(Cl)c1C	-6	9	5	-2	114	1	3	0	-0.3	3

The listing picks up, repeating the two entries before the break.
SMILES	HTR5A inv ag	Arr AP2 block	DAGLB inh	PKA-R1A activ	DSG3 Ab inh	MOR-DOR inv ag	PKA-R2B activ	V-ATPase pH	OPRM1-OPRD1 ag	HTR5A ag
Cc1ccc(N2C(=O)c3ccc(C(=O)O)cc3C2=O)cc1C	-4	-4	-2	-1	100	9	-6	4	-1.7	2
Cc1ccc(OCCCNC2CCCC2)cc1	4	-1	-2	-3	100	2	-4	-2	-0.3	-1
O=C(Nc1ccc(S(=O)(=O)N2CCOCC2)cc1)c1ccc(Cl)c([N+](=O)[O-])c1	8	-2	3	1	120	-31	10	0	6.3	-2
O=C(NCc1ccc(F)cc1)C1CCN(S(=O)(=O)c2ccc3c(c2)OCCCO3)CC1	-12	39	-2	0	111	10	-8	3	-1.8	0
CCC(C)(C)NC(=O)CN(C(=O)CCC(=O)Nc1cc(C)ccn1)c1ccc2c(c1)OCCO2	-6	-5	1	1	97	12	3	2	-2.5	2
CC(C)c1cc(C(=O)Nc2cccc(C(F)(F)F)c2)no1	-11	-1	-8	-13	.	-47	4	5	7.5	3
O=C(COC(=O)c1ccc2c(c1)OCCO2)Nc1cccc(S(=O)(=O)N2CCOCC2)c1	0	5	-2	-4	96	3	-2	0	-0.6	0
CC(Oc1cccc(Cl)c1)c1ccnc2nc(/N=C/N(C)C)nn12 (stereo unspecified)	-20	24	-2	6	97	5	-2	-1	-1.0	-3
O=C(Nc1ccccc1N1CCN(C(=O)c2ccc(Cl)cc2)CC1)c1cc(Br)ccc1Cl	-19	1	-7	-9	.	-2	1	5	0.4	6
CN(Cc1cccc(Cl)c1Cl)C(=O)CCNC(=O)c1ccco1	-8	6	0	-2	118	18	-5	4	-3.4	2
CCCc1cc(=O)n2[nH]c(SCc3ccc(Cl)cc3)nc2n1	-13	21	1	-3	101	9	-1	4	-2.0	3
O=C(NCc1n[nH]c(=S)n1-c1cccc(C(F)(F)F)c1)c1ccc(S(=O)(=O)N2CCCCC2)cc1	0	-5	1	-2	101	7	-6	0	-1.3	0
CC1(C)Cc2c(C#N)c(SCc3ccccc3)nc(N3CCOCC3)c2CO1	-30	4	-3	6	97	-14	0	3	2.3	9
Cc1ccc(-n2nnnc2SC(C)C(=O)Nc2ccc(Cl)cn2)cc1 (stereo unspecified)	-19	-7	-4	-2	89	-20	-11	2	3.5	0
O=C1N=C(N2CCOCC2)S/C1=C\c1ccccc1OS(=O)(=O)c1ccccc1	1	1	1	5	106	14	-9	4	-2.7	4
CCN(CC)C(=O)C1=C(C)N(CCCN2CCCC2=O)C(=O)C(CC(=O)NCC2CCCCC2)C1 (stereo unspecified)	.	.	0	0	.	.	2	0	.	.
O=C(O)CSc1c(-c2ccccc2)c2cc(Cl)ccc2[nH]c1=O	0	38	5	-10	100	-2	-5	0	0.4	0
O=C(O)c1ccc(NS(=O)(=O)c2ccc3c(c2)C(=O)c2cc(S(=O)(=O)Nc4ccc(C(=O)O)cc4)ccc2-3)cc1	-4	14	1	2	81	14	1	-1	-2.8	6
Cn1c(Cc2ccccc2)nnc1SCc1nc2ccccc2c(=O)[nH]1	2	-8	-1	9	101	12	-5	-3	-2.6	0

Screens as filed in PubChem.
